HEK293 tox = cytotoxic in the GLP-1 receptor inverse agonist counter-screen; 410,000 compounds, 0.13% hits; HEK293 cAMP-luciferase reporter cells, luminescence, 24 h; Potency, µM (doses to about 38.3 µM), without a hit: at the highest dose activity change, negative = inhibition, usual class: inhibitors;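 also: loss of luciferase light is scored as toxicity; % is scaled to controls: 0 for no effect and ±100 for the full control effect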
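Luminescence readout: signal drop marks cytotoxicity. Plated cells grew 12 h at 37 °C, 5% CO2, received 23 nL compound for 24 h, then got luciferase reagent, read after 12 min at RT.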
GLP-1R inv ag = GLP-1 receptor (human) inverse agonism. HEK293 GLP-1R CRE-luciferase, luminescence, 24 h; GLP-1R form is constitutively active. Potency, µM (series often up to 38.3 µM), for the others: top-dose activity change, negative = inhibition, most hits filed as inhibitors. 410,000 compounds, 1.6% hits; also: % is scaled to controls: 0 for no effect and ±100 for the full control effect; nearly all actives have a fitted effect of over 55% in size
Target sequence (P43220 whole entry, looked up): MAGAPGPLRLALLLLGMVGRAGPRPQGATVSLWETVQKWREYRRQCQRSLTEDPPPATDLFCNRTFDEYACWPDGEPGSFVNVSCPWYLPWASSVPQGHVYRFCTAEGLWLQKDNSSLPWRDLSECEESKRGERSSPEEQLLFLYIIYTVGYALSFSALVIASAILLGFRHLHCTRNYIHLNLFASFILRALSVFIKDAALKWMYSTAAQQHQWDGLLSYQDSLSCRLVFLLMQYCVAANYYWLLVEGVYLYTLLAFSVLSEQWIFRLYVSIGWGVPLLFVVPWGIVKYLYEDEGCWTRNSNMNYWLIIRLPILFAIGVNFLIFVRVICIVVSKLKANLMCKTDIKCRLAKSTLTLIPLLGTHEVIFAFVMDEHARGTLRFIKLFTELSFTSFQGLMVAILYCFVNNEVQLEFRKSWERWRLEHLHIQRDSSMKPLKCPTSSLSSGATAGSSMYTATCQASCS
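Inverse agonism was detected as reduced cAMP-driven luciferase luminescence after 24 h compound treatment. The cells were HEK293 clones expressing constitutively active human GLP-1R with the reporter. Reporter-only and GPR119 cell lines served as counterscreen controls.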
HT1080 IDH1KD tx = kills HT-1080 cells with IDH1 knockdown; HT-1080 IDH1 knockdown viability, ATP luminescence, 48 h; Potency, µM (doses to about 46.1 µM), without a hit: at the highest dose activity, negative = toxicity, most hits filed as cytotoxic; 360,000 compounds, 2% hits; AID 686971;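 also: 0% = DMSO wells and -100% = cell-free medium wells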
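CellTiter-Glo luminescence after 48 h compound exposure at 37 degrees C of IDH1-knockdown HT-1080 cells in 5% FBS RPMI. %Activity scaled between DMSO wells and cell-free media wells, with curves fitted and assigned curve classes.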
HT1080NT lethal = kills 2HG-producing HT-1080-NT fibrosarcoma cells. Potency, µM (top dose mostly 46.1 µM), without a hit: at the top dose activity, negative = less viability, usual class: cytotoxic. AID 686970. 360,000 compounds, 1.6% hits. HT-1080-NT fibrosarcoma viability, CellTiter-Glo ATP luminescence, 48 h;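 also: NT is the 2HG producing partner of a matched IDH1 knockdown line; 0% = DMSO-treated cells and -100% = media-only wells without cells; nearly all actives have a fitted effect of over 55% in size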
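Toxicity toward the 2HG-producing NT line was scored as %Activity, normalised to DMSO and no-cell wells, from CellTiter-Glo luminescence after 48 hours' treatment.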
GLP-1R agonist = agonists of human GLP-1 receptor; HEK293 GLP-1R CRE-luciferase, luminescence, 4-6 h; cells express a hypersensitive GLP-1R form; Potency, µM (series often up to 45.6 µM), inactives show at the highest dose activation, most hits filed as activators; 380,000 compounds, 0.007% hits; also: % of control where 0% means no effect
TDP43 rescue = inhibitors of TDP-43 toxicity in yeast | TDP-43 expressing yeast growth rescue, BacTiter-Glo, 24 h | Potency, µM (doses to about 46.1 µM), for inactives: at the top dose growth rescue (activation), most hits filed as activators | 410,000 compounds, 1.8% hits | AID 652104; also: % of control where 0% means no effect; nearly all actives have a fitted effect of over 50% in size
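Growth rescue of TDP-43-toxic yeast measured as ATP luminescence (BacTiter-Glo). Cells grown to mid-log in raffinose, induced in galactose at OD600=0.02, exposed to compound 24 hr at 30 deg C.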
SW480 rerep = inducers of DNA re-replication in SW480 colon cancer cells. SW480 DNA re-replication, Hoechst DNA content imaging, 48 h. Potency, µM (top dose mostly 46.1 µM), for the others: top-dose re-replication activation, most hits filed as activators. 340,000 compounds, 1.8% hits; also: % of control where 0% means no effect; nearly all actives have a fitted effect of over 55% in size
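First, 250 cells per well were seeded. Next, compound or vehicle (23 nL) was pinned in, plates sat 48 hr at 37 C. Finally Hoechst was added for 40 min before fluorescence scanning.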
KB-V1 MDR tox = KB-V1 MDR subline cytotoxicity. KB-V1 MDR cells viability, CellTiter-Glo, 72 h. Potency, µM (highest dose often 46.1 µM), inactives show top-dose activity change, negative = cytotoxicity, hits mostly cytotoxic. 400,000 compounds, 3.4% hits; also: % is scaled to controls: 0 for no effect and ±100 for the full control effect; nearly all actives have a fitted effect of over 60% in size
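qHTS viability screen in drug-selected KB-V1 MDR cells: 72 h compound treatment at 37 degrees C, ATP luminescence end point.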
KB-3-1 tox = KB-3-1 parental cell cytotoxicity; 400,000 compounds, 1.4% hits; AID 1347075; Potency, µM (highest dose often 46.1 µM), for inactives: at the highest dose activity change, negative = cytotoxic, hits mostly cytotoxic; KB-3-1 viability, CellTiter-Glo ATP luminescence, 72 h; also: % is scaled to controls: 0 for no effect and ±100 for the full control effect; nearly all actives have a fitted effect of over 60% in size
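Viability of parental KB-3-1 cells, measured by CellTiter-Glo luminescence, followed a 72 h incubation at 37 °C with pinned compounds in phenol-red-free DMEM containing 10% FBS.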
* = called active by the depositor; [ ] = dose if it differs, or a comment. Calls follow the shape of the dose curve; as a rule, active = well fitted curve in the direction sought with a large enough effect; inconclusive = small, poorly fitted or top-dose-only effect, or another doubt; inactive = no such curve, though single readings can be large; an effect the other way counts as inactive or inconclusive. Potency is read from the fitted curve at half-maximal effect. Compounds as they come; overall some 9.4% were active at least once.

What do the screens show for `COC(=O)N/N=C/c1cn(Cc2ccc(Cl)cc2Cl)c2ccccc12`?
HEK293 tox: 4.4%; GLP-1R inv ag: inconclusive; HT1080 IDH1KD tx: -23.6%; HT1080NT lethal: -18.5%; GLP-1R agonist: 8.0%; TDP43 rescue: inconclusive; SW480 rerep: inconclusive; KB-V1 MDR tox: 16.4µM*; KB-3-1 tox: inconclusive

How did COc1cc(NC(=O)NC2Cc3ccccc3C2)cc(OC)c1 do in these assays?
HEK293 tox: 3.4%; GLP-1R inv ag: -17.7%; HT1080 IDH1KD tx: 5.5%; HT1080NT lethal: -4.8%; GLP-1R agonist: 14.8%; TDP43 rescue: 14.2%; SW480 rerep: -21.1%; KB-V1 MDR tox: 15.8%; KB-3-1 tox: 0.4%

How did CCOC(=O)c1ccccc1NC(=O)C1COc2ccccc2O1 (stereo not drawn) do in these assays?
HEK293 tox: 83.3%[activator]; GLP-1R inv ag: inconclusive; HT1080 IDH1KD tx: -4.0%; HT1080NT lethal: 0.8%; GLP-1R agonist: 14.7%; TDP43 rescue: -5.8%; SW480 rerep: 1.0%; KB-V1 MDR tox: -8.7%; KB-3-1 tox: -3.7%

Results for Brc1ccc(-c2nn3c(-c4ccccn4)nnc3s2)o1 ?
HEK293 tox: -3.2%; GLP-1R inv ag: 0.0%; HT1080 IDH1KD tx: 26.9%; HT1080NT lethal: 5.0%; GLP-1R agonist: 8.6%; TDP43 rescue: 25.9%; SW480 rerep: -8.0%; KB-V1 MDR tox: 18.4µM*; KB-3-1 tox: inconclusive

What do the screens show for `Cc1cccc(NC(=O)c2nc(-c3ccccc3)n(-c3ccccc3)n2)c1C`?
HEK293 tox: -12.3%; GLP-1R inv ag: inconclusive; HT1080 IDH1KD tx: -10.3%; HT1080NT lethal: -12.0%; GLP-1R agonist: -6.7%; TDP43 rescue: inconclusive; SW480 rerep: -1.2%; KB-V1 MDR tox: -0.2%; KB-3-1 tox: inconclusive

What do the screens show for `CS(=O)(=O)N1CCN(C(=O)c2ccc(Br)s2)CC1`?
HEK293 tox: 3.8%; GLP-1R inv ag: 1.7%; HT1080 IDH1KD tx: 5.9%; HT1080NT lethal: 6.9%; GLP-1R agonist: -11.7%; TDP43 rescue: -7.7%; SW480 rerep: -2.2%; KB-V1 MDR tox: -2.7%; KB-3-1 tox: -2.5%

What do the screens show for `Clc1cccc(-c2csc(Nc3cccnc3)n2)c1`?
HEK293 tox: 0.7%; GLP-1R inv ag: inconclusive; HT1080 IDH1KD tx: -22.2%; HT1080NT lethal: 4.3%; GLP-1R agonist: 2.9%; TDP43 rescue: 0.0%; SW480 rerep: -3.4%[9.22 µM]; KB-V1 MDR tox: 13.6%; KB-3-1 tox: 19.2%

Results for Cn1nc(-c2ccccc2)cc1NS(=O)(=O)c1ccc(C#N)cc1 ?
HEK293 tox: 0.0%; GLP-1R inv ag: 13.5%; HT1080 IDH1KD tx: 17.0%; HT1080NT lethal: 12.9%; GLP-1R agonist: -0.1%; TDP43 rescue: -1.2%; SW480 rerep: inconclusive; KB-V1 MDR tox: 11.5%; KB-3-1 tox: -1.3%

What do the screens show for `O=C(Cc1ccc(NC(=O)C2CCN(C(=O)C3CCC3)CC2)cc1)Nc1cccc(C(=O)N2CCCCC2)c1`?
HEK293 tox: 1.7%; GLP-1R inv ag: -1.3%; HT1080 IDH1KD tx: 0.6%; HT1080NT lethal: -2.2%; GLP-1R agonist: 3.2%; TDP43 rescue: 22.1%; SW480 rerep: -0.9%; KB-V1 MDR tox: 1.6%; KB-3-1 tox: 0.0%

What do the screens show for `COc1cccc(C2C(C(=O)OCc3ccccc3)=C(C)Nc3ncnn32)c1OC` (stereo not drawn)?
HEK293 tox: -14.7%; GLP-1R inv ag: 26.3%; HT1080 IDH1KD tx: -7.1%; HT1080NT lethal: -13.8%; GLP-1R agonist: -1.8%; TDP43 rescue: 13.7%; SW480 rerep: -1.0%; KB-V1 MDR tox: 0.1%; KB-3-1 tox: 12.7%

Results for Cn1c2ccccc2c2c(C(=O)N3CCN(c4cccc(C(F)(F)F)c4)CC3)cn(C3CCCCC3)c(=O)c21 ?
HEK293 tox: 0.4%; GLP-1R inv ag: inconclusive; TDP43 rescue: 20.6%; KB-V1 MDR tox: 1.2%; KB-3-1 tox: -0.5%

Results for COc1ccccc1NC(=O)CSc1nnc2c(n1)[nH]c1ccccc12 ?
HEK293 tox: -4.2%; GLP-1R inv ag: -2.7%; TDP43 rescue: 4.1%; KB-V1 MDR tox: 11.6µM*; KB-3-1 tox: -26.8%

What do the screens show for `CCCCNC(=O)Nc1nnc(C(C)(C)C)s1`?
HEK293 tox: 2.2%; GLP-1R inv ag: 7.4%; HT1080 IDH1KD tx: 26.1%; HT1080NT lethal: 22.9%; GLP-1R agonist: -0.9%; TDP43 rescue: -19.3%; SW480 rerep: -10.3%; KB-V1 MDR tox: -1.2%; KB-3-1 tox: -4.3%

Results for CCc1nc2ccccc2[nH]1 ?
HEK293 tox: 1.3%; GLP-1R inv ag: 7.4%; HT1080 IDH1KD tx: 12.3%; HT1080NT lethal: 4.1%; GLP-1R agonist: 0.5%; TDP43 rescue: -5.8%; SW480 rerep: -3.6%; KB-V1 MDR tox: -5.7%; KB-3-1 tox: -2.0%

Results for CCn1ncc(Br)c1C(=O)Nc1ccc(C(=O)OC(C)C)cc1 ?
HEK293 tox: 0.2%; GLP-1R inv ag: inconclusive; HT1080 IDH1KD tx: -22.4%; HT1080NT lethal: -3.9%; GLP-1R agonist: 6.2%; TDP43 rescue: 12.7%; SW480 rerep: 0.3%; KB-V1 MDR tox: inconclusive; KB-3-1 tox: 2.8%

Results for Cc1ccc(S(=O)(=O)NC(=O)C2(C)CCN2C(=O)Cc2cc(F)ccc2F)nc1 (stereo not drawn) ?
HEK293 tox: 5.2%; GLP-1R inv ag: 0.3%; HT1080 IDH1KD tx: 17.2%; HT1080NT lethal: 11.7%; GLP-1R agonist: -0.3%; TDP43 rescue: 2.5%; KB-V1 MDR tox: -14.0%; KB-3-1 tox: 17.9%

What do the screens show for `CCCc1nnc(NC(=O)CN2C(=O)c3ccccc3C2=O)s1`?
HEK293 tox: -6.7%; GLP-1R inv ag: 11.6%; HT1080 IDH1KD tx: 11.0%; HT1080NT lethal: 28.7%; GLP-1R agonist: 12.0%; TDP43 rescue: -2.3%; SW480 rerep: -4.1%; KB-V1 MDR tox: 0.0%; KB-3-1 tox: 5.7%

How did Cc1ccc(NC(=O)CSc2ccc(Br)cc2)cc1S(=O)(=O)N1CCOCC1 do in these assays?
HEK293 tox: -0.8%; GLP-1R inv ag: inconclusive; HT1080 IDH1KD tx: -4.0%; HT1080NT lethal: -29.0%; GLP-1R agonist: 11.1%; TDP43 rescue: 0.0%; SW480 rerep: -3.8%; KB-V1 MDR tox: -2.4%; KB-3-1 tox: -4.5%

How did CCS(=O)(=O)c1nc2ccccc2n1CC(=O)Nc1ccccc1C(=O)OC do in these assays?
HEK293 tox: inconclusive; GLP-1R inv ag: -6.8%; TDP43 rescue: -5.1%; KB-V1 MDR tox: 16.0%; KB-3-1 tox: -5.1%

Results for COc1ccc2c(c1)c1nnc(SCC(=O)NC3CC3)nc1n2C ?
HEK293 tox: 47.0%[activator]; GLP-1R inv ag: 27.0%; HT1080 IDH1KD tx: 1.7%; HT1080NT lethal: -0.4%; GLP-1R agonist: 17.3%; TDP43 rescue: -8.1%; SW480 rerep: -1.2%; KB-V1 MDR tox: -1.2%; KB-3-1 tox: -3.4%

How did CC(C)(C)c1ccc(-n2ncc3c2CCCC3NC(=O)C2(C(N)=O)CC2)cc1 (stereo not drawn) do in these assays?
HEK293 tox: -7.8%; GLP-1R inv ag: inconclusive; HT1080 IDH1KD tx: inconclusive; HT1080NT lethal: inconclusive; GLP-1R agonist: 7.8%; TDP43 rescue: -8.5%; SW480 rerep: 3.4%; KB-V1 MDR tox: inconclusive; KB-3-1 tox: 28.6%

What do the screens show for `Cc1nn(-c2ccccc2)c2c1C(c1ccccc1)C(C#N)=C(N)O2` (stereo not drawn)?
HEK293 tox: -7.1%; GLP-1R inv ag: 0.6%; HT1080 IDH1KD tx: 6.7%; HT1080NT lethal: 6.5%; GLP-1R agonist: -9.4%; TDP43 rescue: 5.6%; SW480 rerep: 1.4%; KB-V1 MDR tox: 18.4%; KB-3-1 tox: 13.2%

How did O=C(Cc1n[nH]c(=O)[nH]c1=O)N/N=C/CCc1ccccc1 do in these assays?
HEK293 tox: 0.1%; GLP-1R inv ag: 0.8%; HT1080 IDH1KD tx: 0.3%; HT1080NT lethal: 0.0%; GLP-1R agonist: 3.6%; TDP43 rescue: 4.0%; SW480 rerep: -10.1%; KB-V1 MDR tox: -0.8%; KB-3-1 tox: 0.5%

Results for CC(Oc1ccccc1)C(=O)N1CCN=C1SCc1ccc(F)cc1 (stereo not drawn) ?
HEK293 tox: 0.7%; GLP-1R inv ag: inconclusive; HT1080 IDH1KD tx: 3.7%; HT1080NT lethal: 23.8%; GLP-1R agonist: 17.4%; TDP43 rescue: 10.5%; SW480 rerep: -19.8%; KB-V1 MDR tox: inconclusive; KB-3-1 tox: 0.0%

Results for Cc1onc(-c2c(F)cccc2Cl)c1C(=O)NC(=S)NC1CCSC1=O (stereo not drawn) ?
HEK293 tox: -0.2%; GLP-1R inv ag: -30.6%; HT1080 IDH1KD tx: 20.9%; HT1080NT lethal: 7.6%; GLP-1R agonist: 4.3%; TDP43 rescue: inconclusive; SW480 rerep: 0.1%; KB-V1 MDR tox: 0.0%; KB-3-1 tox: 9.6%

Results for COC(=O)c1cc(S(=O)(=O)N2CCC(C(N)=O)CC2)oc1C ?
HEK293 tox: -1.3%; GLP-1R inv ag: 17.9%; HT1080 IDH1KD tx: 12.9%; HT1080NT lethal: 13.8%; GLP-1R agonist: -4.4%; TDP43 rescue: -0.3%; SW480 rerep: 0.1%; KB-V1 MDR tox: -4.3%; KB-3-1 tox: -0.2%
